# APEX1 inh: qHTS Assay for Inhibitors of the Human Apurinic/apyrimidinic Endonuclease 1 (APE1) | recombinant APE1, TAMRA/BHQ-2 abasic DNA cleavage fluorescence | DNA repair nuclease/redox regulator APEX1 (Homo sapiens), P27695 | Potency, µM (series often up to 65.8 µM), without a hit: top-dose activity change, negative = inhibition, hits mostly inhibitors | AID 2517, 2012 | actives 0.35% (n = 350,000);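 further: plate controls were vehicle for no effect and reference inhibitor for full effect; nearly all actives have a fitted effect of over 55% in size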
#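 Quantitative HTS: incision of a TAMRA/BHQ-2 double-stranded substrate bearing a tetrahydrofuran abasic site by 0.75 nM APE1 raises fluorescence. Substrate 50 nM final, added after 15 min compound preincubation at room temperature; progress as third-minus-first kinetic read difference.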
# Pol beta inh: qHTS Assay for Inhibitors of DNA Polymerase Beta; Pol beta primer extension/strand displacement, fluorescence kinetic; P06746; AID 485314, 2010; Potency, µM (series often up to 114 µM), inactives show at the highest dose activity change, negative = inhibition, most hits filed as inhibitors; actives 1.3% (n = 340,000); further: on the % scale 0 is the no-effect control and ±100 the full control effect
#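 Human Pol beta at 10 nM; strand-displacement substrate 50 nM final. Compound exposure 15 min at room temperature before start, reaction 10 min at room temperature.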
# G9a inh: qHTS Assay for Inhibitors of Histone Lysine Methyltransferase G9a; Potency, µM (titrated, usually from 102 µM), inactives show at the highest dose activity, negative = inhibition, actives largely listed as inhibitors; G9a H3K9 monomethylation, AlphaScreen, 2 h; Histone-lysine N-methyltransferase EHMT2 (Homo sapiens), Q96KQ7; actives 8.8% (n = 350,000); further: on the % scale 0 is the no-effect control and ±100 the full control effect; nearly all actives have a fitted effect of over 75% in size
#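 G9a (20 nM) preincubated 15 min RT with compounds, then 500 nM biotinylated H3K9 peptide and 20 uM SAM added; 2 h RT reaction. Monomethyl-H3K9 product detected by AlphaScreen with anti-H3K9me1 antibody, streptavidin donor and anti-rabbit IgG acceptor beads.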
# POLK inh: qHTS for Inhibitors of Polymerase Kappa | actives 0.53% (n = 400,000) | DNA polymerase kappa (Homo sapiens), Q9UBT6 | Potency, µM (series often up to 107 µM), inactives show at the highest dose activity, negative = inhibition, actives largely listed as inhibitors | purified Pol kappa, fluorescent DNA synthesis assay, 10 min; further: on the % scale 0 is the no-effect control and ±100 the full control effect
#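 Kinetic fluorescence readout at 0 and 10 min followed reaction start with substrate at 50 nM final. Beforehand, enzyme (10 nM Pol kappa) stood 15 min with compound at room temperature; buffer-only wells were negative controls.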
# JMJD2A Tudor: qHTS Assay for Inhibitors of JMJD2A-Tudor Domain; Lysine-specific demethylase 4A (Homo sapiens), O75164; AlphaScreen JMJD2A-Tudor / H3K4me3 peptide binding; Potency, µM (doses to about 114 µM), for inactives: at the highest dose activity change, negative = inhibition, usual class: inhibitors; actives 4.4% (n = 390,000); AID 504339, 2011; further: on the % scale 0 is the no-effect control and ±100 the full control effect; nearly all actives have a fitted effect of over 50% in size
# BLM inh: qHTS Assay for Inhibitors of Bloom's syndrome helicase (BLM) | recombinant BLM DNA unwinding, fluorescence dequenching | Potency, µM (doses to about 56.1 µM), inactives show at the top dose activity change, negative = inhibition, usual class: inhibitors | actives 0.2% (n = 350,000) | AID 2528, 2010;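 further: plate controls were vehicle for no effect and no enzyme for full effect; nearly all actives have a fitted effect of over 35% in size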
# Pol iota inh: qHTS for Inhibitors of Polymerase Iota; actives 1% (n = 390,000); DNA polymerase iota (Homo sapiens), Q9UNA4; Potency, µM (titrated, usually from 115 µM), without a hit: at the highest dose activity, negative = inhibition, most hits filed as inhibitors; Pol iota fluorescent replication assay, 10 min
#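 Pol iota at 10 nM preincubated 15 min with compounds at room temperature; reaction started with fluorescent substrate, 50 nM final. Fluorescence read kinetically at 0 and 10 min; buffer-only wells as negative control.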
# Pol eta inh: qHTS for Inhibitors of Polymerase Eta. Potency, µM (top dose mostly 114 µM), for the others: top-dose activity change, negative = inhibition, actives largely listed as inhibitors. recombinant Pol eta, fluorescent DNA replication assay. AID 588591, 2011. actives 1.2% (n = 390,000); further: on the % scale 0 is the no-effect control and ±100 the full control effect
#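 Pol eta (10 nM) was preincubated with compounds for 15 min at room temperature, after which fluorescent replication substrate (50 nM final) was added to start the reaction. Fluorescence was read kinetically at 0 and 10 min.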
# BAZ2B inh: qHTS Assay for Inhibitors of BAZ2B. AlphaScreen BAZ2B-H3K14Ac peptide displacement. AID 504333, 2011. Potency, µM (titrated, usually from 114 µM), without a hit: top-dose activity change, negative = inhibition, hits mostly inhibitors. Bromodomain adjacent to zinc finger domain protein 2B (Homo sapiens), Q9UIF8. actives 4.4% (n = 360,000); further: on the % scale 0 is the no-effect control and ±100 the full control effect; nearly all actives have a fitted effect of over 60% in size
#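 BAZ2B 50 nM plus b-H3(5-23)K14Ac 50 nM, PBS pH 7.4/0.01% Tween-20, 30 min RT; compound added (max 110 uM), 30 min RT; streptavidin donor/Ni-chelate acceptor beads 10 ug/mL final, 20 min dark; AlphaScreen read.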
# Starred values were filed as active, the others as inactive; ? = inconclusive; · = not tested or not shown; & = joins results of further samples; [ ] = dose if it differs, or a comment. The call rests on the fitted dose curve; in most records, active means well fitted curve in the direction sought with a large enough effect; inconclusive means small, poorly fitted or top-dose-only effect, or another doubt; inactive means no such curve, though single readings can be large; an effect the other way counts as inactive or inconclusive. Potency means the concentration at half of the fitted maximal effect. Not all compounds are listed; the hit share may differ from the screen's.
SMILES,APEX1 inh,Pol beta inh,G9a inh,POLK inh,JMJD2A Tudor,BLM inh,Pol iota inh,Pol eta inh,BAZ2B inh
COc1ccccc1N(CC(=O)NCCSCc1ccccc1)S(C)(=O)=O,-3%,65%&12%,26%,-4%&7%,3%&-2%,-5%&-1%,9%&16%,-22%&-5%,-17%&1%
CCn1cc(C(=O)O)c(=O)c2cnc(N3CCN(C(=S)NC(=O)c4ccc(Cl)cc4)CC3)nc21,1%,1%,?,-6%,-3%[11.4 µM],1%,2%,-6%,-13%
COc1ccc(/C=N/NC(=O)c2ccc(Cl)cc2)cc1Cn1cc(Cl)cn1,0%,20µM*,16%,?,?,-18%,79µM*,-20%,?
COc1ccc(-c2noc(CCC(=O)NCc3ccco3)n2)cc1,2%,26%,-32%,1%,-22%,-1%,0%,-3%,-17%
CCCn1cc(S(=O)(=O)c2ccccc2)c(=O)c2cc(CC)ccc21,77%[activator],6%,-17%,-12%,-6%,-1%,24%,8%,-15%
COc1cc(Nc2ccc(C)cc2)c([N+](=O)[O-])nc1[N+](=O)[O-],-1%,1%,-8%[59 µM],-3%,-25%,5%,12%,-4%,-35%
CC1CCN(S(=O)(=O)c2ccc3c(ccn3CC(=O)NCc3ccccc3F)c2)CC1,·,3%,-24%[59 µM],-9%,-14%,-4%,-4%,-13%,-12%
O=C(O)[C@@H]1CC(O)CN1C(=O)CCc1c[nH]c2ccccc12 (stereo not given in full),0%,1%,-7%,4%,-18%,-1%,7%,-7%,-12%
Cc1cnn(-c2nc(-c3cccs3)cc(C(F)(F)F)n2)c1,3%,-2%,-5%[59 µM],-13%,2%,-1%,-2%,-20%,-4%
O=C(CCS(=O)(=O)c1ccccc1)Nc1nc(-c2ccc(F)cc2)cs1,-10%,-9%,20%,-15%,-12%,-1%,-26%,2%,-16%
CC(Oc1cc2oc(=O)c3c(c2cc1Cl)CCC3)C(=O)NCCCn1ccnc1 (stereo not given),35%,-14%,12%,-1%,-15%,4%,-14%,-8%,-23%
CC1(C)CC(=O)C(N=Nc2ccc(C(F)(F)F)cc2[N+](=O)[O-])=C(O)C1,?,1%,·,-3%,50µM*,-6%,11%,-14%,20µM*

# An excerpt from above in order of their number in APEX1 inh, low to high.
SMILES,APEX1 inh,Pol beta inh,G9a inh,POLK inh,JMJD2A Tudor,BLM inh,Pol iota inh,Pol eta inh,BAZ2B inh
COc1ccccc1N(CC(=O)NCCSCc1ccccc1)S(C)(=O)=O,-3%,65%&12%,26%,-4%&7%,3%&-2%,-5%&-1%,9%&16%,-22%&-5%,-17%&1%
COc1ccc(-c2noc(CCC(=O)NCc3ccco3)n2)cc1,2%,26%,-32%,1%,-22%,-1%,0%,-3%,-17%
Cc1cnn(-c2nc(-c3cccs3)cc(C(F)(F)F)n2)c1,3%,-2%,-5%[59 µM],-13%,2%,-1%,-2%,-20%,-4%

# The list continues:
SMILES,APEX1 inh,Pol beta inh,G9a inh,POLK inh,JMJD2A Tudor,BLM inh,Pol iota inh,Pol eta inh,BAZ2B inh
Cc1cccc(C(=O)Nc2ccc3nc(SCC(=O)N4CCc5ccccc54)sc3c2)c1,·,-19%,5%[59 µM],-6%,-18%,-4%,-11%,-4%,6%
COc1ccc(CCNC(=O)C2CC(c3c(Cl)cccc3Cl)=NO2)cc1 (stereo not given),-3%,11%,1%[59 µM],4%,-27%,-1%,10%,-7%,-4%
CCCCN(CCCC)S(=O)(=O)c1ccc(NC(=O)c2ccc([N+](=O)[O-])cc2Cl)cc1,-7%,2%,-13%[59 µM],-10%,-21%,-9%,15%,-17%,?
CN(C)c1ccc(NC(=O)c2ccc(Cn3cc([N+](=O)[O-])cn3)cc2)cc1,?,-11%,14µM*,-1%,50µM*,-16%,94%[activator],-14%,25µM*
COc1cccc(CN2CCN(c3ncccn3)CC2)c1OC,-6%,5%,?,-3%,28µM*,-1%,16%,-6%,50µM*
COc1ccc(C2CC(c3cccs3)=NN2C(=O)CSc2nnnn2C)cc1OC (stereo not given),-4%,-2%,?,-3%,-24%,-1%,12%,-18%,?
CCC1(CC)C(=O)C2=C3C1[C@H](C(=O)OC)CC(C(=O)OC)C[C@H]3[C@H]1C(=O)N(C)C(=O)[C@H]1[C@H]2C (stereo not given in full),-3%,·,·,-6%,-17%,3%,-7%,·,·
O=c1[nH]nnc2sc3c(c12)CCCC3,0%,-24%,-50%[59 µM],-8%,-4%,1%,?,?,7%
CCOC(=O)CN1C(=O)C(O)(CC(=O)c2ccccn2)c2ccccc21 (stereo not given),0%,42%,13%,-9%,-20%,0%,?,-11%,10%
CCC(c1nnc(SCC(=O)NCCc2ccc(OC)c(OC)c2)n1Cc1ccccc1)N(C)C (stereo not given),11%,-12%,-13%[59 µM],-4%,-11%,-10%,-1%,-3%,-15%
CCN1C(=O)[C@H]2[C@@H](c3ccc(C)cc3)N3C(=O)N(c4cccc(Cl)c4)C(=O)[C@@]3(C)[C@H]2C1=O,23%,·,4%[12.7 µM],-9%,-13%,·,25%,-7%,2%
COCC(C)NC(=S)N1CCN(c2ccccc2Cl)CC1 (stereo not given),9%,-7%,15%,-4%,-1%,2%,-1%,-8%,16%
O=C(CCOc1ccccc1)N1CCN(S(=O)(=O)c2cccs2)CC1,-12%,10%,?,-16%,-14%,-1%,7%,1%,3%
COc1ccc(CC(=O)NC2CC(=O)N(c3ccc4c(c3)OCCO4)C2)cc1 (stereo not given),·,0%,28%[59 µM],-14%[60.1 µM],-9%,0%,12%,-5%,10%
c1ccc(C2CCC3(CC2)Oc2ccccc2C2CC(c4cccnc4)=NN23)cc1 (stereo not given),-9%,28%,?,·,·,-2%,·,·,3%
COc1ccc2cc(/C=N/NC(=O)CN(c3ccccc3C)S(=O)(=O)c3ccccc3)c(Cl)nc2c1,19%,-13%,9%[59 µM],-4%,-13%,1%,142%[activator],-5%,3%
COc1cccc(OCc2cc(C(=O)N(C)Cc3nccn3C)no2)c1,-17%,?,?,1%,-12%,-3%,18%,-12%,-8%
O=C(c1ccco1)N1CCN(C(=O)C2CCN(S(=O)(=O)c3cnc[nH]3)CC2)CC1,15%,6%,0%[2.33 µM],-4%,-3%,2%,7%,-4%,10%
O=C(COC(=O)/C=C/c1cccc(C(F)(F)F)c1)NCCN1C(=O)CSC1=O,1%,·,5%[59 µM],-19%,-5%,·,-9%,-16%,6%
O=C(CNC(=O)c1ccccc1)NCC(O)c1ccc([N+](=O)[O-])cc1 (stereo not given),55%,-20%,11%,-4%,-11%,0%,28%,-12%,0%
C=CCn1cc(/C=N/NC(=O)COc2cccc3cccnc23)c2ccccc21,9%,?,?,-4%,?,-18%,?,?,?
Cn1cc(C(=O)C(=O)NCCc2ccccc2)c2ccccc21,9%,-1%,17%,-5%,-13%,0%,43%[activator],-19%,?
O=C(Cn1cc(C(=O)c2ccncc2)c(=O)c2cc(F)ccc21)Nc1ccc(Cl)cc1,·,2%,-23%[59 µM],-11%[60.1 µM],-19%,-2%,0%,13%,-9%
N#Cc1ccc(S(=O)(=O)N2CCCN(c3nc4ccc(Cl)cc4s3)CC2)cc1,22%,37%,·,-8%,-6%,-16%,160%[activator],-2%,-3%

# Brought forward from above: 2 entries, then new ones.
SMILES,APEX1 inh,Pol beta inh,G9a inh,POLK inh,JMJD2A Tudor,BLM inh,Pol iota inh,Pol eta inh,BAZ2B inh
O=C(Cn1cc(C(=O)c2ccncc2)c(=O)c2cc(F)ccc21)Nc1ccc(Cl)cc1,·,2%,-23%[59 µM],-11%[60.1 µM],-19%,-2%,0%,13%,-9%
N#Cc1ccc(S(=O)(=O)N2CCCN(c3nc4ccc(Cl)cc4s3)CC2)cc1,22%,37%,·,-8%,-6%,-16%,160%[activator],-2%,-3%
O=C(Cn1cc(C(=O)C2CC2)c2ccccc21)NCC1CCCO1 (stereo not given),-4%,-1%,-1%[59 µM],1%,-2%,0%,14%,3%,10%
COc1ccc(NC(=O)Nc2cc(C)ccc2F)cc1,-3%,12%,?,-2%[60.1 µM],-10%,-2%,-15%,1%,7%
N/C(=N\OC(=O)Nc1ccc(Cl)c(Cl)c1)c1ncc(C(F)(F)F)cc1Cl,1%,3%,-16%,-4%,15%,-1%,-5%,-19%,4%
O=C(O)/C=C/C(=O)Nc1ccc(OC(F)(F)Cl)cc1,-1%,-12%,45µM*,-4%,0%,5%,35%[activator],-2%,-39%
COc1cccc(-c2ncc3ccccc3c2COC(=O)N2CCCCC2)c1,-21%,·,14%[0.501 µM],-16%,-4%,·,15%,-16%,?
COc1ccc(NC(=O)N2CC3(CCN(C(=O)c4c(C)noc4C)CC3)C2)cc1,6%,·,-3%[12.7 µM],-6%[60.1 µM],·,-6%,·,·,·
O=C(NCc1ccc(Cl)cc1)NCc1ccc(Cl)cc1,21%,0%,·,11%,-28%,-2%,32%[activator],-8%,-11%
Cc1ccc(NC(=O)c2nc(C)n(-c3ccc([N+](=O)[O-])cc3)n2)cc1,-5%,?,-29%[12.7 µM],4%,-14%,-3%,1%,-11%,1%
CCOC(=O)N1CCN(C(=O)CSc2ccc3nnc(CCNC(=O)c4ccc(OC)cc4)n3n2)CC1,0%,0%,-39%,1%,-1%,3%,5%,-17%,·
Cc1ccc(-n2c(-c3cccc(C)c3)n[nH]c2=S)cc1,0%,0%,-127%,-5%,20µM*,1%,8%,2%,-28%
CCOC(CNC(=O)CCc1c(C)nc2nc(C)nn2c1C)OCC,4%,7%,-5%[59 µM],-7%,-16%[57.1 µM],-4%,8%,4%,-2%
Cc1cc(C)c(CN2C(=O)c3ccccc3S(=O)(=O)c3ccc(C(=O)OCC4CCCO4)cc32)c(C)c1 (stereo not given),·,-2%,-8%[59 µM],-18%,-22%,-9%,-7%,-19%,-10%
CCOc1ccccc1C(=O)NCCCN1CCN(CCCNC(=O)c2ccccc2OCC)CC1,4%,-28%,21%[12.7 µM],-18%,11%,1%,15%,2%,-4%
